Source: PubChem BioAssay
KCNQ2 block = KCNQ2 channel blockers in CHO-K1 cells – cell-based, FluxOR thallium flux, B-score, primary screen (AID 2156); B-score at 10 µM; O88943; 20 min; hits give low values; 310,000 compounds, 1.1% hits;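 active = fluorescence ratio B-score at most minus 3 library SDs, with starting brightness B-score within 2 library SDs, cut at about -5.5 in these data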
Kir21 inh = blocks the mouse Kir2.1 inward-rectifier potassium channel | P35561 | 310,000 compounds, 0.85% hits | B-score at 10 µM | HEK293-Kir2.1, FluxOR thallium flux fluorescence; hits give low values;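 active = fluorescence ratio B-score at or below minus 3 SD of library scores, with starting-brightness B-score within 2 SD, cut at about -4.2 in these data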;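 note: channel flux triggered by added potassium and thallium sulfate stimulus; B-score of peak minus minimum fluorescence over baseline after thallium stimulus; more negative B-score means stronger Kir2.1 block with less thallium influx; some compounds called inactive have numbers as strong as hits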
Target sequence (P35561 whole entry, looked up): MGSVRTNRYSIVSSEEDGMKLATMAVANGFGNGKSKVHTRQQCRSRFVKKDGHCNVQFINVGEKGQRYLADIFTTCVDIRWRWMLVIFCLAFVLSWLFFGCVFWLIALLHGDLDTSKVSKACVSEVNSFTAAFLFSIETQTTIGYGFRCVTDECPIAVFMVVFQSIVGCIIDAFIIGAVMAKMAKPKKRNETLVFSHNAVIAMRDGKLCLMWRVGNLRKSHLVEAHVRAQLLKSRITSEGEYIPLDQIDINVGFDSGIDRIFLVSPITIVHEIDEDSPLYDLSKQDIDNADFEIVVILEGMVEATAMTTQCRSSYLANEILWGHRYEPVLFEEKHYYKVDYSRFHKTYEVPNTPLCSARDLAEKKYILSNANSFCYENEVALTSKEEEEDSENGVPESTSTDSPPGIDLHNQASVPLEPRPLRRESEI
CHT block = inhibitors of human choline transporter CHT; Q9GZV3; CHT-expressing cells, membrane potential dye, choline response; hits give low values; B-score at 10 µM; 310,000 compounds, 0.86% hits;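 active = B-score over 3 SD under the library average, and starting fluorescence ratio not unusually high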;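 note: choline stimulus applied at its EC90 after an EC20 pre-addition; B-score computed on integrated fluorescence ratio after choline addition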
Target sequence (Q9GZV3 whole entry, looked up): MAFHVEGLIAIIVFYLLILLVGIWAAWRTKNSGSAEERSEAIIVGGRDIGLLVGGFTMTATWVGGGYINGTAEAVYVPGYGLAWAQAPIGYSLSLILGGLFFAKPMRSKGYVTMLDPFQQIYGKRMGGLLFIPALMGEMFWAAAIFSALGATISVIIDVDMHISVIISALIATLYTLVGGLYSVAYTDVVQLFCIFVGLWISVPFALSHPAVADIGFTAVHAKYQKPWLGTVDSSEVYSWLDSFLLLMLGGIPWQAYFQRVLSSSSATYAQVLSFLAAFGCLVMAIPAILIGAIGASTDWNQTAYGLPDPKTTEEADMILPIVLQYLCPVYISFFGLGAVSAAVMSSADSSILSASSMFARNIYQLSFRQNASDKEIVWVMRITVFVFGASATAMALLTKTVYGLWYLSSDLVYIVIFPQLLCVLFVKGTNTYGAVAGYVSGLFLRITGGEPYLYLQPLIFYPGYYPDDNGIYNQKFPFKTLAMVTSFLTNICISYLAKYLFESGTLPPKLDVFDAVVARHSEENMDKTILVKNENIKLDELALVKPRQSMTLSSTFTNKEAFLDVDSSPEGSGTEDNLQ
* hit, by the source's call; i = inactive.

SMILES | KCNQ2 block | Kir21 inh | CHT block
COc1cccc(NC(=O)Nc2cc(C)ccc2F)c1 | i | 0.96 | i
CCN(CC)c1nc2ccccc2nc1C(C#N)C(=O)NCCc1ccccc1 (stereo unspecified) | i | -0.59 | i
COCCNC(=O)COC(=O)/C=C/c1cnc2ccccc2n1 | i | -0.84 | i
Cc1cc(C)cc(NC(=O)NN2C(C)CCCC2C)c1 (stereo unspecified) | i | 0.05 | i
N#CCCC12CCCCC1=Nc1ccccc12 (stereo unspecified) | i | -0.08 | i
CCOCCn1c(CN2CCN(c3ccccc3)CC2)nc2c1c(=O)n(C)c(=O)n2C | i | -1.5 | i
CC(=O)c1c(C)n(C)c2ccc(OC(=O)c3ccco3)cc12 | i | 0.4 | i
O=S(=O)(NCC1CCCO1)c1cccc(C(F)(F)F)c1 (stereo unspecified) | i | -0.24 | i
O=C(c1sc2cccc(Cl)c2c1Cl)N1CCN(CCc2ccccn2)CC1 | i | -1.14 | i
COc1cccc(/C=C2/C(=O)NN(c3ccc(F)cc3)C2=O)c1 | i | -1.2 | i
COCCNC(=S)N1CCN(Cc2ccc3c(c2)OCO3)CC1 | i | 0.2 | i
CN(C)c1ccc(N=Nc2ccccc2C(=O)OCC(=O)N2CCCCCC2)cc1 | i | 1.4 | i
COc1ccc(NC(=O)c2cc(-c3ccc(C)cc3O)n[nH]2)c(OC)c1 | i | 0.09 | i
Fc1ccccc1Cn1c2[n+](c3ccc(C(F)(F)F)cc31)CCCCC2 | i | -0.69 | i
CCOc1ccc(S(=O)(=O)N2CCN(c3ccc(C)cc3C)CC2)cc1 | -7.05* | -2.02 | i
Cn1cc(S(=O)(=O)NC(c2ccccc2)c2ccccc2)c(=O)n(C)c1=O | i | -1.02 | i
CC(C)=CCc1c(O)ccc(C(=O)Cc2ccccc2)c1O | i | -3.29 | i
CC(NS(=O)(=O)c1cc2c3c(c1)CCC(=O)N3CCC2)c1ccccc1 (stereo unspecified) | i | -1.58 | i
COc1ccc2cc(S(=O)(=O)N3CCCC3)ccc2c1 | i | 0.01 | i
Cc1ccc(Nc2nc(N)nc(CSC(=S)N3CCN(c4ccccc4)CC3)n2)cc1 | i | -1.28 | i
Cc1ccc(C(=O)NCCOc2ccc(Cl)cc2)cc1 | i | 0.7 | i
CCCCC(=O)NCCc1cc2c(OC)ccc(OC)c2[nH]c1=O | i | -1.1 | i
NS(=O)(=O)c1ccc(CCNC(=O)c2ccc(NS(=O)(=O)c3ccc4[nH]c(=O)[nH]c4c3)cc2)cc1 | i | -0.1 | i
O=C(Cn1nc(Cl)nc1Cl)c1ccccc1 | i | -0.68 | i
COc1cc(NC(=S)Nc2ccccn2)cc(OC)c1 | i | 0.07 | i
CCOC(=O)C(=O)/C(C#N)=C/Nc1ccc(Cl)cc1 | i | -1.77 | i
O=C(COC(=O)c1ccco1)c1ccccc1 | i | 2.44 | i
CC(C)=C(NC(=O)c1ccccc1)C(=O)N/N=C/c1ccc(O)cc1 | i | 2.5 | i
O=C(CCN1C(=O)c2ccccc2C1=O)Nc1ccccc1C(F)(F)F | i | 0.05 | i
Cn1c(SCC(=O)NCc2ccc(F)cc2)ncc(C(=O)Nc2ccccc2)c1=O | i | -0.03 | i
CCN(CC)C(=O)c1cnn(-c2ccccc2)c1NC(=O)c1ccccc1F | i | 0.92 | i
COc1ccc(C(=O)Nc2ccc3c(c2)OCCO3)cc1[N+](=O)[O-] | i | 0.02 | i
CCOc1ccc(NC(=O)N2CCN(C(=O)c3ccco3)CC2)cc1 | i | 0.54 | i
Cc1ccc2nsnc2c1NC(=O)c1cccnc1Cl | i | 1.81 | i
CC1(C)OC(=O)C(=CNCC(=O)NCC(=O)O)C(=O)O1 | i | 0.53 | i
CNCc1ccccc1OCC(=O)Nc1ccccc1 | i | -1.07 | i
COc1ccc(NC(=O)Cn2nnc(-c3ccccc3NC(=O)c3cccs3)n2)cc1 | i | 0.62 | i
CCOc1ccc(/C=C/C2=CC(C)(C)NC(=S)N2)cc1 | i | -0.5 | i
CCc1ccc(NC(=O)N(CCCN2CCOCC2)Cc2cccs2)cc1 | i | -1.28 | i
Cc1c(C(=O)Nc2cccc(Cl)c2)cn2c(nc3ccccc32)c1C#N | i | 0.67 | i
COC(=O)C1(Cc2ccccc2)NC(c2ccccc2C)C2C(=O)N(c3ccc4c(c3)OCO4)C(=O)C21 (stereo unspecified) | i | -1.03 | i
O=C(NNC(=O)C1CCN(c2ncccn2)CC1)c1ccc(Cl)cc1 | i | -2.51 | i
O=C(N/C(=C/c1ccc(Cl)cc1)C(=O)N1CCCCC1)c1ccco1 | i | 0.27 | i
Oc1cccc(NC(=S)Nc2ccccc2)c1 | i | -1.05 | i
CCN(CC)c1c([N+](=O)[O-])c(=O)n(CC)c2ccccc12 | i | -1.41 | i
CCOC1OC(=O)C(Cl)=C1Nc1ccc(C)cc1 (stereo unspecified) | i | -0.15 | i
CCCc1nnc(NC(=O)c2ccc(N3C(=O)C4C5C=CC(C5)C4C3=O)cc2)s1 (stereo unspecified) | i | 1.78 | i
O=C(OCCCN=C1NS(=O)(=O)c2ccccc21)c1ccccc1F | i | -1.72 | i
CC1SC(c2cccc(Cl)c2)NC1=O (stereo unspecified) | i | 2.07 | i
Cc1ccc(S(=O)(=O)NCC2CCC(C(=O)NCc3ccccn3)CC2)cc1 (stereo unspecified) | i | 0.46 | i
Cn1c(SCc2cccc(Br)c2)nc2c1c(=O)[nH]c(=O)n2C | i | -0.75 | i
Cc1ccc2c(c1)c1c3n2CCN(CCC(=O)O)C3CCC1 (stereo unspecified) | i | 0.63 | i
COCCN(Cc1cc2c(C)cc(C)cc2nc1Cl)C(=O)c1ccccc1F | i | 0 | i
O=c1c(-c2ccccc2)c(O)cc(-c2ccncc2)n1-c1ccc(Cl)cc1 | i | -0.17 | i
Oc1ccccc1C1=Nc2ncnn2C(c2ccc(F)cc2)C1 (stereo unspecified) | i | 0.42 | i
Cc1ccc(C(=O)NN2CCOCC2)cc1[N+](=O)[O-] | i | 1.28 | i
COc1ccc(C(=O)C2CCCN(Cc3ccc4c(c3)OCCO4)C2)cc1F (stereo unspecified) | i | -0.91 | i
O=C(Nc1ccc(Br)cc1)c1cccc(N2C(=O)C3C4C=CC(C4)C3C2=O)c1 (stereo unspecified) | i | 0.51 | i
CCP(=O)(c1ccccc1)C(C)(C)O (stereo unspecified) | i | -0.46 | i
CN1CCN(c2ccccc2NC(=O)c2ccc(-c3ccc(Cl)c(Cl)c3)o2)CC1 | i | -0.21 | i

Grouped by structure: those above with bromine (2)
SMILES | KCNQ2 block | Kir21 inh | CHT block
Cn1c(SCc2cccc(Br)c2)nc2c1c(=O)[nH]c(=O)n2C | i | -0.75 | i
O=C(Nc1ccc(Br)cc1)c1cccc(N2C(=O)C3C4C=CC(C4)C3C2=O)c1 (stereo unspecified) | i | 0.51 | i

Next results follow.
SMILES | KCNQ2 block | Kir21 inh | CHT block
CC(C)c1ccc2oc(=O)cc(CN3CCN(Cc4ccccc4)CC3)c2c1 | i | -1.61 | i
CCOC(=O)C1CCN(C(=O)c2cccc(N3C(=O)NC4CC3(C)Oc3ccc(C)cc34)c2)CC1 (stereo unspecified) | i | -0.11 | i
CCCc1cc(=O)[nH]c2nnc(SCC(=O)Nc3nccs3)n12 | i | -0.59 | i
Cc1c(Br)ccc(NC(=O)c2ccccc2[N+](=O)[O-])c1C | i | -1.45 | i
O=C(Cn1cc2c(n1)CCCCC2)Nc1ccccc1Cl | i | -0.9 | i
CC(=O)Oc1ccc(-c2csc(Nc3ccc(Cl)cn3)n2)cc1 | i | 1.07 | i
COc1ccccc1-n1c(CCn2nc(C)c(Br)c2C)n[nH]c1=S | i | -0.35 | i
CCOc1ccc(S(=O)(=O)N/N=C2/CC(c3ccccc3)Oc3ccccc32)cc1 (stereo unspecified) | i | -0.28 | i
CC(C)CC1NC(=O)N(Cc2nc3ccccc3s2)C1=O (stereo unspecified) | i | 1.12 | i
O=C(CN1c2ccccc2Sc2ccccc21)N/N=C/c1ccc(Cl)cc1 | i | -0.6 | i
CC(=O)N(C)C1=C(N2CCOCC2)C(=O)c2ccccc2C1=O | i | 2.92 | i
COc1cc2[nH]c(-c3cccc(F)c3)cc(=O)c2cc1OC | i | 1.2 | i
COc1ccc(/C(C)=N/OCC(=O)N=Nc2c(O)[nH]c3ccc(Br)cc23)cc1 | i | 0.4 | i
Cc1cc(C)cc(SCc2noc(C(=O)NC(C)C)c2C(=O)NC(C)C)c1 | i | 0.01 | i
O=C(Cc1ccccc1[N+](=O)[O-])OCN1C(=O)c2ccccc2C1=O | i | -1.48 | i
Cc1csc(SCC(=O)Nc2ccc(Cl)cn2)n1 | i | -2.9 | i
O=c1c2c(ncn2C2CCCC2)n(Cc2ccccc2)c(=O)n1CCOc1ccc(Br)cc1 | i | -0.13 | i
S=C(NCC1CCCO1)Nc1ccc(Cl)cc1Cl (stereo unspecified) | i | -0.2 | i
COc1ccc(OC)c(S(=O)(=O)N2CCC(C(=O)Nc3cccc(C)c3C)CC2)c1 | i | 0.61 | i
CCN(CC)S(=O)(=O)c1cccc(N=Nc2c(O)c3ccccc3oc2=O)c1 | i | -2.08 | i

An excerpt from above in order of SMILES length, low to high.
SMILES | KCNQ2 block | Kir21 inh | CHT block
COc1cc2[nH]c(-c3cccc(F)c3)cc(=O)c2cc1OC | i | 1.2 | i
O=C(CN1c2ccccc2Sc2ccccc21)N/N=C/c1ccc(Cl)cc1 | i | -0.6 | i
CC(C)c1ccc2oc(=O)cc(CN3CCN(Cc4ccccc4)CC3)c2c1 | i | -1.61 | i
CCOc1ccc(S(=O)(=O)N/N=C2/CC(c3ccccc3)Oc3ccccc32)cc1 (stereo unspecified) | i | -0.28 | i

The list goes on.
SMILES | KCNQ2 block | Kir21 inh | CHT block
CCNC(=O)CC1C(=O)N(c2cccc(OC)c2)C(=O)N1CCOC (stereo unspecified) | i | -1.43 | i
COc1ccc(CNC(=O)C(C)Sc2nc3ccccc3c(=O)n2CCCN2CCOCC2)cc1 (stereo unspecified) | i | -0.03 | i
N#Cc1nc(-c2ccccc2)oc1N1CCN(C(=O)c2ccco2)CC1 | i | 2.46 | i
COc1ccc(/C=C(/NC(=O)c2ccccc2Cl)C(=O)NCCCC(=O)O)cc1 | i | -0.05 | i
COC(=O)C1=C(CSc2nccn2C)NC(=O)NC1c1cc(C)ccc1C (stereo unspecified) | i | -1.38 | i
CCCC1C2C(=O)N(c3cccc(C)c3)C(=O)C2ON1c1ccccc1 (stereo unspecified) | i | -0.03 | i
CCC(C)/C(C)=N/NC(=O)CNS(=O)(=O)c1ccc([N+](=O)[O-])cc1 (stereo unspecified) | i | -0.09 | i
COc1ccc(C(=O)OC/C(O)=C(\C#N)c2nc3ccccc3[nH]2)cc1S(=O)(=O)N1CCOCC1 | i | 0.57 | i
Cc1cc(C)cc(N2C(=O)CN(Cc3sccc3C)C2=S)c1 | i | 0.95 | i
CC(O)C(=O)N/N=C/c1ccccc1C(=O)O (stereo unspecified) | i | 0.56 | i
CSc1nccn1CC(=O)Nc1ccc(F)cc1 | i | 2.54 | i
O=C(Nc1ccc(Cl)cc1)ON=C1CCCC1 | i | 1.32 | i
COc1cc(OC)cc(C(=O)N2CCN(Cc3ccccc3Br)CC2)c1 | i | -0.86 | i
N=C1/C(=C/c2cccn2CCOc2ccccc2)C(=O)N=C2SC=C(c3ccccc3)N12 | i | -0.74 | i
COc1ccc(CCN2C(=O)c3cccc4c(C(=O)N5CCCCC5)ccc(c34)C2=O)cc1OC | i | 0.31 | i
CCCC(C)NC(=O)c1ccc(C2SCC(=O)N2Cc2ccco2)cc1 (stereo unspecified) | i | -0.01 | i
CC1CCN(C(=O)/C(=C\c2cccs2)NC(=O)c2ccccc2)CC1 | i | -0.8 | i
Cc1nn(C)c(C)c1S(=O)(=O)N1CCCC(C(=O)NC2CCCCCC2)C1 (stereo unspecified) | i | -0.93 | i
CC(C)(C)c1[nH]nc2c1C(c1ccccc1OC(=O)N1CCOCC1)C(C#N)=C(N)O2 (stereo unspecified) | i | -0.02 | i
CCCCNC(=O)CCCN1C(=O)c2cccnc2Sc2ccccc21 | i | -0.72 | i
COc1cc(/C=N/NC(=O)c2ccc(C)nc2)cc([N+](=O)[O-])c1O | i | 2.5 | i
Cc1cc(S(=O)(=O)Nc2cccnc2)c(C)s1 | i | -1.86 | i
COC(=O)N/N=C(\C)c1ccc(OC(F)F)cc1 | i | -0.09 | i
CCCNC(=S)N1CCCC(c2nc3ccccc3[nH]2)C1 (stereo unspecified) | i | -0.5 | i
CCSc1nnc(NC(=O)c2cccc(OCc3c(C)noc3C)c2)s1 | i | 1.52 | i
COC(=O)c1cc2n(n1)CCN(Cc1cccc(OC)c1)C2=O | i | -0.35 | i
COc1ccccc1N1CCN(CC(O)COc2ccc(S(=O)(=O)N3CCOCC3)cc2)CC1 (stereo unspecified) | i | -1.96 | i
Cc1oc(-c2ccccc2F)nc1CS(=O)(=O)CC(=O)NCCCc1ccccc1 | i | 1.11 | i
COc1cccc(C2C(C(=O)NCc3ccccc3)=C(C)Nc3ncnn32)c1 (stereo unspecified) | i | -0.48 | i
CCCc1nc(NCCCOCC)c2nnn(Cc3ccccc3)c2n1 | i | 0.39 | i

Part of the list above, reduced to Kir21 inh.
SMILES | Kir21 inh
Cc1ccc(Nc2nc(N)nc(CSC(=S)N3CCN(c4ccccc4)CC3)n2)cc1 | -1.28
Cc1ccc(C(=O)NCCOc2ccc(Cl)cc2)cc1 | 0.7
CCCCC(=O)NCCc1cc2c(OC)ccc(OC)c2[nH]c1=O | -1.1
NS(=O)(=O)c1ccc(CCNC(=O)c2ccc(NS(=O)(=O)c3ccc4[nH]c(=O)[nH]c4c3)cc2)cc1 | -0.1
O=C(Cn1nc(Cl)nc1Cl)c1ccccc1 | -0.68
